From PubChem
ALDH1A1 inh: inhibitors of human aldehyde dehydrogenase 1A1; P00352; Purified ALDH1A1, NADH fluorescence, propionaldehyde substrate; Potency, µM (doses to about 75.3 µM), without a hit: at the highest dose activity, negative = inhibition, actives largely listed as inhibitors; 7.3% of 220,000 active; AID 1030; active means well fitted inhibition curve with a large enough effect, not every such curve was filed as active; inconclusive means small, poorly fitted or top-dose-only effect, or another doubt; inactive means no such curve, though single readings can be large or run the other way;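 further: plate controls were no enzyme wells and a reference inhibitor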
Target sequence (P00352 whole entry, looked up): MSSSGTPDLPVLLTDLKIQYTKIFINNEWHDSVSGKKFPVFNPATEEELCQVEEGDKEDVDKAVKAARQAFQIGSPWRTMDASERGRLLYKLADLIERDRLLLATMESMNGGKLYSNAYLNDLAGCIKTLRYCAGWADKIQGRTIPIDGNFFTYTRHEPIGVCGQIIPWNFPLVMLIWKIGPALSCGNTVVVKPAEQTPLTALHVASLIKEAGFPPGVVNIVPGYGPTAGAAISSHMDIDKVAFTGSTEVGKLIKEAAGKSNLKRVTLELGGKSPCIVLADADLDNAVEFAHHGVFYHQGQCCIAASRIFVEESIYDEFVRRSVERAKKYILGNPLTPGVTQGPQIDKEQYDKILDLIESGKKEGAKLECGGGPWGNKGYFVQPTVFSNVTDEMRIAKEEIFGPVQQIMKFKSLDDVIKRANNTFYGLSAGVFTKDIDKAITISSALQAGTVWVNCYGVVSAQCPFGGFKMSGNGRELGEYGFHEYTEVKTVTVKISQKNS
KDM4E inh: JMJD2E (human) inhibition. JMJD2E catalytic domain, FDH-coupled NADH fluorescence (FDH is formaldehyde dehydrogenase). Potency, µM (top dose mostly 57.1 µM), for the others: at the highest dose activity change, negative = inhibition, most hits filed as inhibitors. 1.6% of 230,000 active. AID 2147; active means well fitted inhibition curve with a large enough effect, not every such curve was filed as active; inconclusive means small, poorly fitted or top-dose-only effect, or another doubt; inactive means no such curve, though single readings can be large or run the other way;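 further: 0% = wells with enzyme and -100% = buffer wells without enzyme; nearly all actives have a fitted effect of over 50% in size; many of its hits are not listed in these tables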
Target sequence (B2RXH2 1-337 limits assumed): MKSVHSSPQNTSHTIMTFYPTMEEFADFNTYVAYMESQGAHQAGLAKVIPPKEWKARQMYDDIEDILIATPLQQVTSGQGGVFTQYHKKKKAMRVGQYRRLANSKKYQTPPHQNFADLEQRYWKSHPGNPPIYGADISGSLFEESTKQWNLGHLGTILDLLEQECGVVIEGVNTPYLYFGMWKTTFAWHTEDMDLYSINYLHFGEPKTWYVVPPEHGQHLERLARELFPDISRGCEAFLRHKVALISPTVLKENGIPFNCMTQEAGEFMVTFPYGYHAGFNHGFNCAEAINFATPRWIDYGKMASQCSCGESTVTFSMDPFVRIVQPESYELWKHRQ
Tau ThT inhib: inhibitors of human tau fibril formation, thioflavin T binding; P10636; recombinant tau K18 P301L, heparin-induced fibrillization, ThT fluorescence; Potency, µM (top dose mostly 57.4 µM), for inactives: at the top dose activity, negative = inhibition, actives largely listed as inhibitors; 2.1% of 270,000 active; further: on the % scale 0 is the no-effect control and ±100 the full control effect; nearly all actives have a fitted effect of over 55% in size
Target sequence (P10636 561-689 P618L limits assumed): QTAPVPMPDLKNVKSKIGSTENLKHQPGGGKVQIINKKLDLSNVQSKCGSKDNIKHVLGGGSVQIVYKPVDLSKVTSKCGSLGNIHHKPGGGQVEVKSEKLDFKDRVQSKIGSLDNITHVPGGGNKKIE
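ThT emission at 510 nm, taken 1 hr after adding 30 uM dye, quantifies aggregates formed when 20 uM heparin acts on human tau K18 P301L for 6 hr at 37 C.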
Tau fluor cs: counter-screen for tau fibril formation inhibitors; tau K18 P301L (four-repeat tau fragment) Alexa594 fluorescence, heparin fibrillization; Potency, µM (doses to about 57.7 µM), inactives show top-dose activity change, negative = decrease; 0.93% of 280,000 active; AID 1463; further: on the % scale 0 is the no-effect control and ±100 the full control effect; nearly all actives have a fitted effect of over 55% in size
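Human K18 P301L tau (15 uM unlabeled plus 0.24 uM Alexa 594-labeled, final) in 100 mM sodium acetate pH 7 was mixed with compound and 20 uM heparin and incubated 6 hr at 37 C.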
HTT aggregate: mutant huntingtin aggregation inhibition; PC12 HttQ103-GFP aggregates, Acumen cytometry, 40 h; Potency, µM (titrated, usually from 46.1 µM), for inactives: at the highest dose activity change, negative = inhibition, actives largely listed as inhibitors; 1.1% of 220,000 active; AID 1688; further: on the % scale 0 is the no-effect control and ±100 the full control effect; nearly all actives have a fitted effect of over 60% in size
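Using laser scanning cytometry, GFP-positive aggregates were counted after lysis of PC12 cells induced with 100 nM tebufenozide to express HTT exon 1 Q103–GFP. Compounds were tested in titration.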
SMN2 splice up: increases expression of the SMN2 splice variant | AID 1458 | HEK293 SMN2-luciferase splicing reporter, luminescence, 30-36 h | Potency, µM (highest dose often 46.1 µM), inactives show top-dose activity change, positive = activation, actives largely listed as activators | 2.8% of 210,000 active; further: % of control where 0% means no effect; nearly all actives have a fitted effect of over 55% in size
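HEK293 cells carry an SMN2 minigene-luciferase reporter in which exon 7 inclusion puts luciferase in frame. Cells were seeded at 2000 cells/well, attached for 10-12 hours, then exposed to compounds for 30-36 hours at 37C before ONE-Glo luminescence.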
HTT ATP protect: protects HTT-Q103 PC12 cells, measured by ATP; PC12 HTT-Q103 induced, cytoprotection, ATP luminescence, 40 h; Potency, µM (highest dose often 56.4 µM), without a hit: cytoprotection (ATP increase), hits mostly activators; 0.14% of 230,000 active; AID 1471;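 further: % of control where 0% means no effect; nearly all actives have a fitted effect of over 45% in size; toxic huntingtin expression switched on by the ecdysone agonist tebufenozide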
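Compounds were screened for protection of PC12 cells against cell death after tebufenozide induction (100 nM final) of mutant Huntingtin exon 1 (Q103) fused to GFP.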
Tau FP inhib: tau fibrillization inhibition (FP); K18 P301L tau heparin fibrillization, Alexa594 FP, 6 h; AID 1468; 0.39% of 280,000 active; Potency, µM (titrated, usually from 57.7 µM), without a hit: at the highest dose activity, negative = inhibition, actives largely listed as inhibitors; further: on the % scale 0 is the no-effect control and ±100 the full control effect; nearly all actives have a fitted effect of over 55% in size
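Compound effects on tau fibrillization are measured by Alexa 594 fluorescence polarization (ex 555, em 632 nm). K18 P301L tau is used at 15 uM with 0.24 uM labeled tracer, and 20 uM heparin induces aggregation over 6 hr at 37 C.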
Starred values were filed as active, the others as inactive; ? = inconclusive; · = not tested or not shown; & = joins results of further samples; [ ] = remark or other dose. Unless noted, the call rests on the fitted dose curve; in most records, active means well fitted curve in the direction sought with a large enough effect; inconclusive means small, poorly fitted or top-dose-only effect, or another doubt; inactive means no such curve, though single readings can be large; an effect the other way counts as inactive or inconclusive. Potency means the concentration at half of the fitted maximal effect.

SMILES	ALDH1A1 inh	KDM4E inh	Tau ThT inhib	Tau fluor cs	HTT aggregate	SMN2 splice up	HTT ATP protect	Tau FP inhib
CCNC(=O)/C(C#N)=C/c1c(N2CCOCC2)nc2ccccn2c1=O	?	-4%	2%	14%	4%	-5%	21%[10 µM]	0%
COc1ccc(/C=N/OC(=O)c2ccc(Cl)cc2)c(Cl)c1OC	·	-2%	-12%	-12%	6%[9.22 µM]	·	-1%[10 µM]	-4%
CCn1ccc(C(=O)Nc2cccc(Cl)c2)n1	7%	-5%	-2%	11%	10%	13µM*	-39%	2%
COc1ccccc1C1CC(=O)Nc2c1c(=O)n(C)c(=O)n2C (stereo not given)	14%	-5%	1%	-5%	23%	0%	-14%	-1%
CN(CC(=O)Nc1ccc(S(=O)(=O)N2CCCC2)cc1)CC(=O)Nc1ccc(F)c(F)c1F	?	5%	6%	6%	22%	-11%	·	4%
COc1cccc(OCc2nnc(SCC(=O)NNC(=O)C3CCCCC3)n2C)c1	7%	6%	-4%	3%	-2%	-3%	-12%	5%
CCc1cc2c(=O)c(-c3nc(C)cs3)coc2cc1O	·	-6%	·	-7%	8%[9.22 µM]	·	-7%[10 µM]	-6%
COc1cc(C(c2c(C)[nH][nH]c2=O)c2c(C)[nH][nH]c2=O)ccc1OS(=O)(=O)c1ccccc1	1.6µM*	-27%	?	-17%	18%	·	-4%	6%
CCOC(=O)CC(NC(=O)Cc1ccc(F)cc1)c1ccccc1Cl (stereo not given)	3%	-6%	2%	-4%	-8%	-18%[1.84 µM]	-5%[10 µM]	8%
O=S(=O)(c1ccc(N2CCN(S(=O)(=O)c3ccccc3)CC2)nc1)N1CCCC1	-3%	-19%	-2%	-4%	7%	-2%	-5%	-9%
CCS(=O)(=O)c1ccc2oc(SCC(=O)NCc3ccccc3)nc2c1	-13%	2%	-5%	-6%	17%	8%	-11%	7%
Cc1ccc2c(CN3CCN(S(=O)(=O)/C=C/c4ccccc4)CC3)cc(=O)oc2c1	0%	-1%	8%	-4%	16%	-10%	37%[10 µM]	4%
CC1NC(=S)N(C2CCCCC2)C1=O (stereo not given)	-3%	-7%	0%	-5%	4%	9%	?	-7%
C=CCn1c(CCNC(=O)c2cccs2)nnc1SCC(=O)c1ccc(Cl)cc1	-5%	3%	-15%	-11%	-10%	15%	18%	7%
COc1ccc(S(=O)(=O)N(C)CC(=O)Nc2ccccc2SC)cc1Cl	-20%	3%	-5%	-16%	5%	13%	4%	-2%
Cc1cc2nn(-c3ccccc3)nc2cc1NC(=O)c1cccs1	-3%	?	-9%	?	14%	?	-70%[inhibitor][10 µM]	?
CCOC(=O)/C=C(C)\C=C\c1c[nH]c2ccccc12	·	?	?	14µM*[quencher]	12%[9.22 µM]	·	8%[10 µM]	15%
Cc1ccc(-n2c(O)c(/C=N/Nc3ccc(S(=O)(=O)N4CCOCC4)cc3[N+](=O)[O-])c3ccccc3c2=O)c(C)c1	-1%	?	13µM*	?	?	-99%[inhibitor]	8%[10 µM]	-9%
CC1CCc2c(C(=O)NCc3ccco3)csc2C1 (stereo not given)	·	8%	·	4%	-5%[9.22 µM]	·	4%[10 µM]	-3%
CCOC(=O)c1c(NC(=O)CCN2C(=O)c3cccc([N+](=O)[O-])c3C2=O)sc(C(=O)OC(C)C)c1C	-4%	11%	-13%	?	32%	-12%	·	13%
Cc1nc2nc(SCC(=O)NCCc3ccc(Cl)cc3)nn2c(C)c1Cc1ccccc1	·	·	-20%	-14%	·	-24%	·	4%
COc1ccc2sc(C)nc2c1NC(C)=O	9%	-3%	5%	7%	13%	-8%	-7%[10 µM]	2%
Cc1ccc(C(=O)NS(=O)(=O)c2ccccc2)cc1	-1%	-8%	3%	5%	-4%[9.22 µM]	8%	2%[10 µM]	-1%
COc1ccc(C(=O)NC(=S)NCc2cccnc2)cc1Br	?	0%	-8%	-8%	14%	-3%	6%	-3%
COCCSc1nnc(NC(=O)c2cc(OC)c(OC)cc2[N+](=O)[O-])s1	?	7%	4%	7%	33%	-7%	11%[10 µM]	-4%
CCOC(=O)c1c(C)c(C)n(Cc2ccc(OC)c(OC)c2)c1C	-1%	-5%	-15%	-12%	15%	-61%[inhibitor]	·	-9%
CC(C)(C)NC(=O)COC(=O)/C=C/c1ccc(F)cc1	1%	6%	6%	2%	-6%	21%	-8%[1.9 µM]	3%
COc1ccc2[nH]c(-c3ccccc3)c(CCNC(C)=O)c2c1	?	?	-15%&-15%	-20%&-13%	·	16%	-26%	13%&5%
O=c1c2sc3ccccc3c2n(Cc2ccc(F)cc2Cl)c(=O)n1Cc1ccccc1	·	·	-5%	-3%	·	7%	·	2%
CCC(CC)c1nnc(NC(=O)COc2ccc3c(C)cc(=O)oc3c2)s1	-2%	-14%	-11%	2%	-5%	-19%	-6%	4%

Single records, from the list above. Screens in order: ALDH1A1 inh | KDM4E inh | Tau ThT inhib | Tau fluor cs | HTT aggregate | SMN2 splice up | HTT ATP protect | Tau FP inhib
Results for COc1ccc2sc(C)nc2c1NC(C)=O = 9% | -3% | 5% | 7% | 13% | -8% | -7%[10 µM] | 2%
Results for CC1CCc2c(C(=O)NCc3ccco3)csc2C1 (stereo not given) = · | 8% | · | 4% | -5%[9.22 µM] | · | 4%[10 µM] | -3%

The listing continues:
SMILES	ALDH1A1 inh	KDM4E inh	Tau ThT inhib	Tau fluor cs	HTT aggregate	SMN2 splice up	HTT ATP protect	Tau FP inhib
CN1CCN(c2ccccc2NC(=O)c2ccc(N3CCCCC3)c([N+](=O)[O-])c2)CC1	22µM*	-2%	?	-20%	6%	-28%	-18%[10 µM]	0%
CCc1ccc(C2=NN(CCC(=O)NCc3cccs3)C(=O)CC2)cc1	?	-4%	0%	-6%	-14%	-31%[inhibitor]	8%	3%
CC1(C)Cc2nc3oc4c(=O)n(CC(=O)Nc5ccccc5)cnc4c3cc2CO1	?	-12%	0%	-3%	6%	17%	5%[10 µM]	-2%
COc1ccccc1Nc1ccc([N+](=O)[O-])cc1N	-8%	-6%	14µM*	?	10%	-14%	28%[10 µM]	13%
COc1cc(C=C2C(=O)c3ccccc3C2=O)cc(OC)c1OC	1.6µM*	-26%	14µM*	-28%	-17%	-21%	-26%	-4%
COc1ccc(N2CCN(Cc3nc4c(c(=O)[nH]c(=O)n4C)n3Cc3ccccc3C)CC2)cc1	·	·	-4%	-6%	·	3%	·	0%
O=C(Nc1cccc([N+](=O)[O-])c1)c1ccc(CSc2ccccc2)cc1	-1%	-3%	-10%	-18%	4%	-7%	6%	-10%
Cc1cccc(N2CCN(CCNC(=O)c3cc4c(s3)CS(=O)(=O)C4)CC2)c1C	-4%	-1%	-17%	-20%	-1%[9.22 µM]	-31%[inhibitor]	17%	-3%
Cc1ccc(Nc2nc3ccccc3nc2Nc2c(C)n(C)n(-c3ccccc3)c2=O)cc1	11%	-5%	?	?	6%	-22%	·	?
CC(=O)c1cccc(NC(=O)COC(=O)c2n[nH]c3ccccc23)c1	4%	-28%	-16%	-22%	2%	13%	-12%	-3%
COCCn1cnnc1SCC(=O)Nc1ccccc1C(=O)Nc1ccc2c(c1)OCO2	?	1%	2%	-5%	-18%	·	-103%[inhibitor][10 µM]	2%
CCOc1ccc(Nc2nc(Cc3nnc(SCC(=O)NC4CCCCC4)n3C)cs2)cc1	?	7%	?	-22%	-5%	-15%	-8%	5%
CC1CCC2(CC1)N=C(N)Nc1nc3ccccc3n12 (stereo not given)	11%	-7%	-1%	1%	4%	-21%	-9%	9%
O=C1CCCN1CCCNc1ncnc2c1[nH]c1ccc(Cl)cc12	?	?	-15%	?	-3%	2%	12%[1.9 µM]	11%
NC(=O)C1CC(=O)N(c2ccc(OCc3c(F)cccc3Cl)cc2)C1 (stereo not given)	-1%	1%	-8%	-15%	-12%[9.22 µM]	·	-24%[10 µM]	-14%
CCOC(=O)c1c(NC(=O)CSc2nnc(-c3ccc(C)cc3)o2)sc(C(C)=O)c1C	2%	1%	-4%	-8%	-8%	-12%	-8%	5%
Cc1cc(C)c(C)c(C(=O)COC(=O)CNC(=O)CN2C(=O)c3ccccc3C2=O)c1C	-9%	3%	7%	2%	-26%	5%	4%[10 µM]	-17%
Nc1nnc(CCCCCc2nnc(N)s2)s1	-12%	-5%	-17%	-1%	13%	10%	-1%	-4%
FC(F)(F)c1nnc2c(Sc3ccccc3)nc3ccc(Cl)cc3n12	?	-8%	-10%	-3%	1%	-18%	-33%	-3%
Cc1ccc(C(=O)Nc2ccccc2C(=O)NC(CC(=O)O)C(=O)O)cc1 (stereo not given)	10%	-1%	-7%	-9%	30%	-1%	-39%[10 µM]	0%
COc1ccc(-c2ccnc3c2c(=O)n(C)c(=O)n3C)cc1OC	·	·	-7%	2%	·	-10%	·	6%
CC(C)c1cc(C(F)(F)F)n2nc(C(=O)O)cc2n1	1%	0%	-6%	2%	2%	-21%	13%	11%
Cc1ccc(Cn2c(=O)n(CCc3ccc(Cl)cc3)c(=O)c3ccccc32)cc1	·	·	-5%	-11%	·	1%	·	-8%
Cc1cc(=O)n2[nH]c(-c3ccccc3Cl)cc2n1	9%	?	-8%	-6%	6%	-14%	-36%	-2%
Cc1cccc2cc(COC(=O)c3cccnc3)c(=O)[nH]c12	-10%	?	2%	-2%	-5%	·	4%	0%
CC(C)Sc1nc(N2CCOCC2)c2c(c1C#N)CC(C)(C)N(C)C2	?	?	-5%	-6%	6%	8%	4%	-7%
Cc1ccc(C(=O)CSc2nc(-c3ccccc3)nc3c2CCCC3)cc1C	·	·	-3%	-14%	·	-11%	·	?
Cn1c(N)c(C(=O)Nc2ccccc2F)sc1=S	?	3%	?	-21%	-19%[9.22 µM]	·	-11%[10 µM]	-7%
COc1ccc(/C=C/C(=O)c2ccccc2)cc1Cn1nnc2ccccc21	?	-4%	?	-6%	4%	-18%	-14%[1.9 µM]	5%

Of the compounds above, these have a cyano group.
SMILES	ALDH1A1 inh	KDM4E inh	Tau ThT inhib	Tau fluor cs	HTT aggregate	SMN2 splice up	HTT ATP protect	Tau FP inhib
CCNC(=O)/C(C#N)=C/c1c(N2CCOCC2)nc2ccccn2c1=O	?	-4%	2%	14%	4%	-5%	21%[10 µM]	0%
CC(C)Sc1nc(N2CCOCC2)c2c(c1C#N)CC(C)(C)N(C)C2	?	?	-5%	-6%	6%	8%	4%	-7%

Not all compounds are listed; rates above refer to the full screens.
